Bioassay records: PubChem, Broad Institute
ARNT TACC3 PPI – disruptors of human ARNT/TACC3 interaction. Q9Y6A5. AlphaScreen His-ARNT PAS-B/GST-TACC3 binding, luminescence; TACC3 fragment carries E629A point mutation. inhibition, % at 9.99 µM. 0.66% of 390,000 active;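 active = mean inhibition of replicates at least 50% and at least half of replicates each reaching 50%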;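 note: 0% = complete ARNT plus TACC3 wells and 100% = ARNT alone without TACC3; many hits fall short of the cut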
RAD52 anneal inh – inhibitors of human RAD52 DNA annealing; 0.46% of 360,000 active; AID 651710; inhibition, % at 18.7 µM; P43351; recombinant RAD52 DNA annealing, FRET fluorescence;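 active = every replicate showing at least 50% inhibition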
Target sequence (P43351 whole entry, looked up): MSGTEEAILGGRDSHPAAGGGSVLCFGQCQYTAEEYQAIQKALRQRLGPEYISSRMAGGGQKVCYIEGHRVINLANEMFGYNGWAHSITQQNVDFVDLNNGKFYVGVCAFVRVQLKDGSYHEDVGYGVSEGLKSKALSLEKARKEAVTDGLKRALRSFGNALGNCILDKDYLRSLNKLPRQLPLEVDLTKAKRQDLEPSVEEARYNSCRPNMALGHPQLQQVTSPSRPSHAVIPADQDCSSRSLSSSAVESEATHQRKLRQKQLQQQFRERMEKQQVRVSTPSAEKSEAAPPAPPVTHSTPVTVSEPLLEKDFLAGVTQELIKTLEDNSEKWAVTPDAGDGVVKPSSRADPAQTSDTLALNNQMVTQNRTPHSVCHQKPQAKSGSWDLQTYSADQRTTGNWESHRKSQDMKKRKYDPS
esBAF inh – blocks esBAF chromatin remodeling in mouse ES cells. reporter increase, % at 12.5 µM. AID 602393. Bmi1-luciferase knock-in reporter, 24 h; 100% = twice the neutral-well signal. 2% of 350,000 active; in the data active = activation above about 40%;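 note: 0% = median of the plate's neutral control wells and 100% = double that signal; a rise in the Bmi1 reporter signal indicates esBAF inhibition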
E-sel inducer – induces E-selectin expression in human endothelial cells. P16581. HUVEC E-selectin immunofluorescence imaging; normalized: neutral wells 0, TNF-alpha wells 100. activation, % at 7.58 µM. 0.37% of 260,000 active;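 active = mean E-selectin-positive cell signal at least 10% of the positive control, reached in at least 60% of replicates, without over 20% cell loss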;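 note: in these data hits start at about 27%; measured in HUVEC primary endothelial cells; signal is the percent of cells scored E-selectin positive by PE staining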
Target sequence (P16581 whole entry, looked up): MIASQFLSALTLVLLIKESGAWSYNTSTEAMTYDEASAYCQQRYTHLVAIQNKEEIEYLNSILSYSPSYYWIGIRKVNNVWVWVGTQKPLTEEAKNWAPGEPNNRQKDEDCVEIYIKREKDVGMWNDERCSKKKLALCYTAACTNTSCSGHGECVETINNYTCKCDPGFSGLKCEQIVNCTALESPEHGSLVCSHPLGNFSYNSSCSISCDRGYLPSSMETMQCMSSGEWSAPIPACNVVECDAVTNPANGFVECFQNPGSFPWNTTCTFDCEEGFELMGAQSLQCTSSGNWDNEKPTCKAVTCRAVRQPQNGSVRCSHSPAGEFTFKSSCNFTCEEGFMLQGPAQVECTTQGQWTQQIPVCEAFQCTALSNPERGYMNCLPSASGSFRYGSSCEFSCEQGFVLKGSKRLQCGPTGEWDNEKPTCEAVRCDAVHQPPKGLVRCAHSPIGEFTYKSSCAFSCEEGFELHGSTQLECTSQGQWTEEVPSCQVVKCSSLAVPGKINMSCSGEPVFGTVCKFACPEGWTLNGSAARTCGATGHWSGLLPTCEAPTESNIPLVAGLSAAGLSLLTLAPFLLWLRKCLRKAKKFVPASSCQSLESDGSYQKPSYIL
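Material: HUVEC primary endothelial cells; Amount: 3,000 cells per well; Dosing: single concentration; Medium: EGM-2 growth medium on 0.1% gelatin-coated wells; Read-out basis: percent E-selectin-positive cells; Signal: immunofluorescence imaging; Control set: TNF-alpha, DMSO.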
RAD54 branch – inhibitors of human RAD54 branch migration; Q92698; RAD54 Holliday junction branch migration, FAM/BHQ fluorescence; inhibition, % at 10.4 µM; 0.14% of 360,000 active;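 active = mean normalized replicate activity at least 40 and at least half of replicates scoring 40 or more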;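 note: 0% = median of neutral control wells and 100% = median of positive control wells; inhibitors cause a drop in the FAM fluorescence signal; in these data hits start at about 50%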
ERp5 block – inhibitors of human ERp5; AID 651711; 0.05% of 350,000 active; Q15084; inhibition, % at 9.99 µM; ERp5 insulin aggregation, absorbance 650 nm, 90 min;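 active = mean replicate inhibition above about 25%, with every replicate also reaching it, limit read from the data, passing the limit was not always enough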
Casp6 inh – blocks human caspase-6 cleavage activity; purified caspase-6, Z-VEID-R110 cleavage fluorescence; 0.53% of 350,000 active; AID 686996; P55212; inhibition, % at 12.5 µM;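 active = mean inhibition across replicates at least about 35%, with every replicate also reaching that limit, limit read from the data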;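 note: 0% = median of neutral control wells and 100% = no fluorescence left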
PglD DTNB – PglD (C. jejuni) enzyme inhibition; purified PglD enzyme, DTNB colorimetric CoA detection; inhibition, % at 12.5 µM; 0.098% of 360,000 active; AID 602405; in the data active = inhibition above about 16%, passing the limit was not always enough; note: strong numbers were not always called active
Numbers without * were called inactive; . = no result given.

SMILES	ARNT TACC3 PPI	RAD52 anneal inh	esBAF inh	E-sel inducer	RAD54 branch	ERp5 block	Casp6 inh	PglD DTNB
CC(C)(C)NC(=O)C(c1ccccc1F)n1c(=O)c(-c2ccco2)nc2ccccc21 (centres undefined)	.	-36	.	-0.1	.	-3	9	.
O=C(CCNS(=O)(=O)c1cccs1)N1CCN(c2ccc(F)cc2)CC1	2	0	-2	.	-1	3	-1	-8
Cc1cc(C)c2nc(NNC(=O)c3ccc(S(=O)(=O)N4CCCCC4)cc3)sc2c1	29	-9	13	.	-1	0	-2	-1
O=C1CC(c2ccco2)Sc2ccccc2N1 (centres undefined)	-2	-3	-4	0.9	2	3	-1	-1
CCCCc1nc2cc(C(=O)N3CCNC(=O)C3CC(=O)OC)ccc2o1 (centres undefined)	-9	-10	0	-0.1	-6	3	-3	-6
CCCCCCCOc1ccc(C(=O)Nc2cccnc2)cc1	-16	1	19	0.2	-2	0	-2	-8
CSc1ncccc1C(=O)Nc1nc2ccc(F)cc2s1	0	-30	.	0.2	.	1	7	.
Cc1[nH]n(-c2ccccc2)c(=O)c1N=Nc1ccc(C(=O)O)cc1	-1	-17	19	0.5	10	0	1	-18
C[C@@H]1CN([C@H](C)CO)C(=O)c2cccc(NC(=O)c3nc4ccccc4s3)c2O[C@@H]1CN(C)C(=O)Nc1ccc2c(c1)OCO2	-4	10	-1	-0.1	0	-1	0	4
CC(C)N1CCN(S(=O)(=O)c2ccc3ccccc3c2)CC1	-2	-18	-8	.	7	0	-4	0
O=C1CSC(=S)N1/N=C/C=C/c1ccccc1	38	-19	19	.	-13	-7	9	-5
CCc1noc(C)c1C(=O)Nc1nc(-c2ccccc2)c(C(C)=O)s1	7	-11	-5	10	5	-4	3	-7
CCOC(=O)c1c(C)c(C(=O)Nc2cc(OC)ccc2OC)c(C)n1CC	-4	.	0	.	3	.	.	4
Cc1ccc(NS(=O)(=O)c2ccc(NC(=O)c3cccs3)cc2)cc1	-9	.	22	.	6	.	.	-4
CCNC(=S)NNC(=O)Cn1nc(C)cc1C	-2	-6	.	.	.	-2	-1	.
CCCc1nnc(NC(=O)CCC(=O)N2CCC(Cc3ccccc3)CC2)s1	2	-8	-7	-0.2	-4	-4	-2	-3
O=C(Nc1cccnc1)c1ccc(CN2CCc3ccccc3C2)cc1	9	.	0	.	-11	.	.	2
COc1ccc(OCCNC(=O)C(Cc2c[nH]c3ccccc23)NC(C)=O)cc1 (centres undefined)	-3	-5	.	.	.	-2	-1	.
O=C(O)c1cccc(CSc2nnc(-c3cccnc3)o2)c1	-17	-15	-3	.	-1	5	0	0
CC(C)Cc1ccc(S(=O)(=O)Nc2cccnc2)cc1	5	9	-2	0.1	0	-3	-2	-5
CCOC(=O)CC(NC(=O)Cc1ccccc1)c1ccccc1Cl (centres undefined)	-3	.	.	0.1	2	.	.	-6
O=C(Nc1cccnc1Cl)c1cccnc1Cl	-3	.	-1	.	0	.	.	-5
Cc1nn(-c2ccccc2)c(C)c1/C=N/NC(=O)CSc1nnc(SCc2cccc3ccccc23)s1	-4	1	.	-2.1	.	7	-1	.
O=C(NCCN1CCOCC1)c1sc2cc(Cl)ccc2c1Cl	1	-10	21	.	-4	2	5	-2
COCc1cc(=O)[nH]c(/N=C(\N)Nc2ccc(C)cc2C)n1	-1	-19	.	.	.	1	1	.
c1ccc(-c2cc3cc4c(cc3cn2)OCO4)cc1	1	-104	30	.	2	2	1	-3
CS(=O)(=O)N1C[C@@H](O)COC[C@@H]2O[C@H](CC(=O)NC3Cc4ccccc4C3)CC[C@H]21	-1	-7	-4	0.0	-5	1	-7	-2
COCc1ccc(C(=O)NC(C)c2cnn(-c3ccccc3C)c2C)o1 (centres undefined)	-5	-8	9	-0.1	.	2	1	-5
Cc1cc(C)c(C#N)c(SCc2ccccc2[N+](=O)[O-])n1	0	5	1	-0.1	8	-4	-13	5
O=C1CN(S(=O)(=O)c2ccccc2)CCN1	.	-4	-3	0.2	.	-6	0	.
C[C@@H]1CN([C@@H](C)CO)C(=O)c2cc(C#Cc3ccccc3)cnc2O[C@H]1CN(C)C(=O)c1ccccc1	24	6	-3	0.7	-2	2	-1	3
O=C(Nc1cccc(-c2cn3cccnc3n2)c1)c1ccco1	22	-6	2	.	0	-2	2	0
Cc1ccc(NC(=O)Cc2nnc(SCC(=O)Nc3ccc(N4CCOCC4)cc3)n2C)cc1	17	-10	-3	.	1	-5	3	-4
Cc1cc2cc3c(N)[nH]nc3nc2cc1C	-3	.	37	.	-1	.	.	1
COc1cc(C(=O)OCc2cc(=O)oc3c(C)c(C)ccc23)ccc1OC(F)F	1	-3	-13	0.1	11	0	-4	-3
O=c1ccc(S(=O)(=O)N2CCCC2)c[nH]1	-11	-10	0	.	3	-3	0	0
CC(=O)Nc1ccc(-c2cc(C(=O)O)c3ccccc3n2)cc1	1	-15	.	1.8	-5	-2	5	1
Cc1nn(CC(=O)NCCN2CCCCCC2)c(=O)c2nn(-c3ccccc3)c(C)c12	2	-14	-5	-0.2	1	.	-68	-2
O=C(OCC(=O)c1ccc[nH]1)c1ccc(C(F)(F)F)cc1	-3	-4	-1	-0.1	-4	8	-3	4
COc1cc(C(=O)N/N=C/c2cn(Cc3cccc(F)c3)c3ccccc23)ccc1O	9	-13	-12	-0.1	1	-10	-2	-3

Reprinted at random: three entries already listed
SMILES	ARNT TACC3 PPI	RAD52 anneal inh	esBAF inh	E-sel inducer	RAD54 branch	ERp5 block	Casp6 inh	PglD DTNB
COc1cc(C(=O)OCc2cc(=O)oc3c(C)c(C)ccc23)ccc1OC(F)F	1	-3	-13	0.1	11	0	-4	-3
CS(=O)(=O)N1C[C@@H](O)COC[C@@H]2O[C@H](CC(=O)NC3Cc4ccccc4C3)CC[C@H]21	-1	-7	-4	0.0	-5	1	-7	-2
CC(=O)Nc1ccc(-c2cc(C(=O)O)c3ccccc3n2)cc1	1	-15	.	1.8	-5	-2	5	1

Continued:
SMILES	ARNT TACC3 PPI	RAD52 anneal inh	esBAF inh	E-sel inducer	RAD54 branch	ERp5 block	Casp6 inh	PglD DTNB
CC(C)(C)C1=CC(=O)C(N2CCOCC2)=CC1=O	7	-5	3	.	3	8	1	2
Cc1ccc(S(=O)(=O)N(C)C)cc1NC(=O)COC(=O)c1n[nH]c(=O)c2ccccc12	-3	-12	.	-0.1	.	2	13	.
c1ccc(-c2cn(-c3ccccc3)c3[n+]2CCCS3)cc1	4	-8	.	-0.2	.	-5	2	.
COc1ccc(N2CC(C(=O)N(C)CC(=O)Nc3ccc(Cl)c(C(F)(F)F)c3)CC2=O)c(OC)c1 (centres undefined)	-1	-7	.	0.1	.	-3	3	.
CCN(CC)c1ccc(/C=C2\C(=O)N(c3nnc(C)c(=O)[nH]3)N=C2C)cc1	60*	-61	-7	0.2	7	0	36*	1
CC(OC(=O)CCCSc1nc2ccccc2s1)C(=O)NC(N)=O (centres undefined)	5	-5	.	0.1	.	-2	-1	.
CC(C)C[C@@H]1NC(=O)[C@@H]2CSCCS(=O)(=O)N2C1=O	.	-7	.	0.4	.	2	1	.
O=C(/C=C/[C@H]1O[C@@H](n2cnc3c(NC(=O)c4ccccc4)ncnc32)[C@H](O)[C@@H]1O)NCCCN1CCCC1=O	.	-7	6	-0.2	-9	2	2	1
COc1ccc(CNC(=O)/C=C/c2ccccc2[N+](=O)[O-])cc1	5	-1	.	.	.	2	4	.
COCC#Cc1ccc2c(c1)O[C@@H](CN(C)CC1CCOCC1)[C@@H](C)CN([C@H](C)CO)S2(=O)=O	-3	-12	3	-0.4	2	-2	0	3
CNc1ccccc1C(=O)OCC(C)=O	-3	.	4	.	-24	.	.	-1
COc1ccc(S(=O)(=O)N2CCN(C(=O)CCSc3ccccc3)CC2)cc1	-6	-4	6	-0.6	1	5	14	-2
O=S(=O)(c1ccccc1)c1cc(O)ccc1O	.	0	0	-0.7	9	7	0	6
O=C(COC(=O)Cn1cnc2ccccc21)Nc1cccc([N+](=O)[O-])c1	21	0	0	.	-9	1	2	0
COc1ccc(S(=O)(=O)N2CCCCC2)cc1NC(=O)CSc1ncccn1	.	-25	5	0.1	-5	-5	-2	2
Cc1nc2ccccn2c1C(=O)NNS(=O)(=O)c1ccc(Cl)cc1	-5	-2	.	.	.	6	-4	.
Cc1nc(N)nc(SCc2ccc([N+](=O)[O-])cc2)c1N	-3	-18	-4	-0.1	.	0	-1	.
O=C(NCCCc1ccccc1)C1CCN(S(=O)(=O)c2ccc(F)cc2)CC1	19	-10	-4	.	3	11	-1	-2
CCC(C)C(=O)Nc1ccc(S(=O)(=O)Nc2nccs2)cc1 (centres undefined)	0	-6	-3	-0.2	2	-1	2	5
O=C(c1cccc(-c2cncc3nccn23)c1)N1CCOCC1	.	-9	-6	0.0	-8	2	4	0
O=C(C[C@H]1C=C[C@H](NC(=O)C2CCC2)[C@H](CO)O1)NCCCN1CCOCC1	-9	-1	1	-0.3	7	0	-7	2
O=C(CCS(=O)(=O)c1ccc(Cl)cc1)Nc1ccccc1Br	-5	-11	-1	1.2	4	6	0	5
CC(OC(=O)CN1C(=O)NC2(CCCC2)C1=O)c1ccc(F)cc1 (centres undefined)	28	-7	0	.	-2	2	1	-2
C[C@@H]1CCCCO[C@@H](CN(C)C(=O)c2ccccc2)[C@H](C)CN([C@H](C)CO)C(=O)c2cc(N(C)C)ccc2O1	11	-100	2	0.1	-9	-4	0	0
Cn1nnnc1SC(C(=O)Nc1cccc(C(F)(F)F)c1)c1ccccc1 (centres undefined)	-1	-26	.	.	8	6	0	-8
Cc1ccc(N(Cc2cc(=O)[nH]c3ccccc23)C(=O)C(C)C)c(C)c1	-3	-5	-1	.	-6	1	0	-3
CC(C)(C)OC(=O)NCCCC[C@H](NC(=O)c1nc[nH]c1C(=O)NCc1ccc(CNC(=O)OC(C)(C)C)cc1)C(=O)OC(C)(C)C	-2	-32	17	1.5	-1	5	-4	0
OC(Cc1ccccc1Br)c1ncc(-c2ccc(Cl)cc2)[nH]1 (centres undefined)	.	3	17	159*	-2	-3	1	-8
Cc1nn(-c2ccccc2)c2c1C(c1ccc(O)c(O)c1)N1C(=N2)C(Nc2ccccc2)=Nc2ccccc21 (centres undefined)	3	.	-4	.	-1	.	.	2
N/C(=N\OC(=O)CCn1cccc(C(F)(F)F)c1=O)c1ccc(OC(F)(F)F)cc1	.	-8	.	-0.5	-7	-9	-1	5
O=C1C2=C(c3ccccc31)[N+](=O)C1CCCCC1N2[O-] (centres undefined)	17	.	14	.	8	.	.	-4
COc1ccc(NC(=O)Cn2nnc(C(=O)NCCc3ccc(OC)c(OC)c3)c2N)cc1	-4	.	2	.	-1	.	.	-3
Fc1ccc(CCNc2ncnc3[nH]ncc23)cc1	3	-8	32	.	-1	3	-2	1
CC1(C)C2CCC1(C)C(OC(=O)CCn1ccnc1)C2 (centres undefined)	-7	.	2	.	-6	.	.	3
CCCN(CCO)Cc1ccc(F)c(Br)c1	-5	.	-3	.	-18	.	.	-2
O=C(CCCn1cnc([N+](=O)[O-])n1)Nc1ccc(F)c(Cl)c1	-3	-11	.	.	.	-7	-1	.
Cc1cc(/C=C2/C(=O)NN(c3ccccc3)C2=O)c(C)n1-c1ccc(O)cc1	2	2	.	-1.1	.	-2	4	.
Cc1cc(Cl)c(S(=O)(=O)NC(C)C)cc1OCC(N)=O	-3	2	.	0.5	.	4	4	.
CCCCOc1ccc(C(=O)NC2CCCCN(C)C2=O)cc1 (centres undefined)	.	-28	.	-0.1	.	-3	4	.
COc1ccc2c3c([nH]c2c1)[C@H](CO)N(C(=O)c1cnccn1)CC31CN(S(=O)(=O)c2ccccc2)C1	.	4	.	0.1	.	8	0	.

Single entries from the list:
CC(C)(C)OC(=O)NCCCC[C@H](NC(=O)c1nc[nH]c1C(=O)NCc1ccc(CNC(=O)OC(C)(C)C)cc1)C(=O)OC(C)(C)C @ ERp5 block = 5
O=C(CCCn1cnc([N+](=O)[O-])n1)Nc1ccc(F)c(Cl)c1 @ ERp5 block = -7

Not a hit list; overall some 3.2% were active at least once.
